# High-throughput results deposited in PubChem by NCI.
# Growth percent in the NCI-60 one-dose screen (48 h, 10 µM unless noted): 100 = growth as untreated, 0 = no growth, -100 = all killed.
# NCI-H460: NCI-H460 lung cancer | 82,000 compounds, 6.8% hits | AID 1794736
# RXF 393: RXF 393 renal cancer cells; 77,000 compounds, 6.9% hits; AID 1794773
# NCI-H23: NCI-H23 lung cancer; 80,000 compounds, 4% hits
# NCI-H322M: NCI-H322M lung cancer; 80,000 compounds, 2.7% hits; AID 1794733
# NCI-H226: NCI-H226 lung cancer; 79,000 compounds, 3.5% hits; AID 1794732
# A498: A498 renal cancer cells; 76,000 compounds, 5.4% hits
# HT29: HT29 colon cancer; 81,000 compounds, 7.4% hits; AID 1794748
# NCI-H522: NCI-H522 lung cancer; 78,000 compounds, 8% hits
# COLO 205: COLO 205 colon cancer | 79,000 compounds, 7.3% hits
# Active calls of the source: *; / = no result given. Rule for the calls: active = growth percent below 10; inactive = the rest.
SMILES,NCI-H460,RXF 393,NCI-H23,NCI-H322M,NCI-H226,A498,HT29,NCI-H522,COLO 205
COc1cc(-c2nn(-c3cccc(NC(=O)CN4CCN(C)CC4)c3)cc2-c2ccncc2)ccc1Cl,104,115,99,100,102,108,80,85,109
NC(=O)c1c(NC(=O)c2ccc3c(c2)OCO3)sc2c1CCC(=O)C2,3.0*,/,-13*,15,-5.7*,-3.8*,-45*,-59*,-42*
COc1cc(/C=N/Nc2ccccc2F)cc(OC)c1OC,101,123,101,91,96,93,94,69,109
Cc1c(-c2noc(-c3ccc([N+](=O)[O-])cc3)n2)no[n+]1[O-],103,102,86,88,/,117,105,102,113
CCC1(C)CCC(C)(CC)c2c1cc([N+](=O)[O-])c(C)c2[N+](=O)[O-] (stereo unspecified),103,109,95,109,89,94,90,82,115
Cn1c(-c2ccccc2)c(C#N)c2cccc(I)c21,96,109,88,86,92,81,86,86,106
CC(=O)Oc1c(Cl)cc(Cl)cc1Cl,103,118,103,/,106,105,101,92,108
COc1ccccc1N1CCCSC1=Nc1ccccc1,100,/,104,/,107,100,150,72,104
CN1CCC(CN)(c2ccccc2)CC1,105,98,98,96,96,92,106,99,121
N#C[C@@H]1C[C@@H]2C[C@@H]2N1C(=O)[C@@H](N)C12CC3CC(CC(O)(C3)C1)C2,106,102,/,117,92,89,107,97,122
Cn1c(=O)c2c(-c3ccccc3)nc3ccc(Cl)cc3c2n(C)c1=O,108,107,99,103,101,99,101,112,101
Cc1cc(C)[nH]c(=S)n1,112,/,102,97,93,94,109,101,109
COc1ccc(NC(=O)/C(=C/N2C(=O)/C(=C\C(C)=C\c3ccccc3)SC2=S)C(C)=O)cc1,105,111,84,97,101,75,94,69,112
COc1ccc(C(=O)C[n+]2cccc3c4ccccc4ccc32)cc1OC,94,100,84,96,83,110,93,89,107
CC(C)(C)n1cc(-c2ccnc(NCCNS(=O)(=O)c3ccc(Cl)cc3)c2)c(-c2cccc(F)c2)n1,94,100,94,95,92,72,68,84,91
COc1cc2c(c(OC)c1OC)C(=O)CC(c1cccc(NC(=O)c3ccccc3Br)c1)O2 (stereo unspecified),90,99,98,96,85,76,97,67,116
CCOC(=O)N1CCN(C2=Nn3c(nnc3-c3cc(C(F)(F)F)cc(C(F)(F)F)c3)SC2)CC1,98,/,105,105,90,77,102,/,95
COc1ccc(/C=N/NC(=O)COc2ncnc3sc4c(c23)CCCC4)c(OC)c1OC,105,110,103,102,100,88,103,95,113
CN(C)CC(=O)NNc1ncnc2ccccc12,111,121,/,106,107,103,116,105,115
O=[N+]([O-])c1cccc(-c2nc(-c3ccc(Cl)cc3Cl)cn2-c2ccccc2)c1,-76*,/,21,157,18,-33*,-68*,13,-37*
COc1ccc(OC)c(Nc2nnc(-c3ccc(O)cc3)o2)c1,103,107,90,95,98,120,106,80,116
CC(C)Nc1ncnc2[nH]ncc12,105,/,95,81,88,100,103,93,/
CN(C)c1ccc(C=C2C=CC=C2)cc1,101,102,93,108,95,89,103,88,111
COc1ccc(-c2nn(-c3ccccc3)cc2C2SCC(=O)N2c2cccc(F)c2)cc1 (stereo unspecified),109,112,98,106,105,113,111,94,120
CCN(CC)CCCc1ccccc1,108,104,99,91,97,64,89,76,102
Cn1ccc2cc(NC(=O)Cn3cc(CN4CCCCCC4)nn3)ccc21,109,113,108,103,104,112,108,95,126
Nc1nc2c(nnn2Cc2ccc(Cl)c(Cl)c2)c(=O)[nH]1,104,107,104,82,97,86,100,/,98
O=Cc1ccc(OCC(=O)OCCCN2C(=O)c3ccccc3C2=O)cc1,92,103,98,99,93,82,105,94,107
CC12CC[C@@H]3[C@]4(C)COC(c5cccc(Br)c5)O[C@@H]4CC[C@@]3(C)[C@@H]1CC(C1=CCOC1=O)O2 (stereo partly specified),88,124,69,94,76,64,75,66,92
Oc1ccc(Cc2ccccc2)c2cccnc12,0.2*,15,7.9*,-2.5*,76,/,84,/,96
COc1cc2nc(Cl)nc(Nc3cccc(C4=NN(C=O)C(c5ccccc5)C4)c3)c2cc1OC (stereo unspecified),100,87,91,96,90,96,102,88,111
COc1c(B(O)O)cccc1-c1nc2ccc3n[nH]c(F)c3c2c2c1CCCC2,47,24,93,93,/,66,105,59,93
Cc1cccc2c1ccc1cc(C(C)C)ccc12,105,100,88,104,85,99,96,84,107
COC(=O)/C(=N\Nc1nnc(C)n1N)C(C#N)c1ccccc1 (stereo unspecified),110,102,98,103,95,87,107,90,107
Cc1ccccc1NC(=O)CNCC(C)C,109,109,95,96,98,126,88,68,/
O=C(Nc1ccccc1)Nc1ncnc2sc(-c3ccccc3)c(-c3ccccc3)c12,87,26,103,89,79,70,36,74,64
C=CCN1C(=O)c2cccc3c(-c4ccc5c(c4)ncn5C4CCCCC4)ccc(c23)C1=O,58,110,51,94,45,77,23,52,47
Cn1c(=O)c2nc3c(=O)n(C)c(=O)n(C)c3nc2n(C)c1=O,102,/,95,101,107,126,109,94,126
O=S(=O)(NCCNc1nccc(-c2c(-c3ccc(O)cc3)nc3sccn23)n1)c1ccc(O)cc1,117,117,97,100,105,112,105,95,114
NCCC(=O)c1ccc(Cl)cc1,107,114,100,102,112,107,106,100,106
CCC(CCc1ccccn1)C(=O)c1ccccc1 (stereo unspecified),104,107,91,115,101,96,115,94,119
COc1cc2oc(-c3ccccc3)c(CC(=O)N3CCOCC3)c2c(OC)c1OC,112,113,98,95,95,84,99,95,110
Cn1cc2c(c1)-c1c(sc3nc(-c4ccc(NC(=O)Nc5cc(C(C)(C)C)on5)cc4)cn13)CC2,28,-23*,51,76,52,32,22,81,46
CCC1(C(OC)OC)NC(=O)NC1=O (stereo unspecified),107,/,99,96,97,/,88,74,101
O=C(N/N=C\c1cc(=O)[nH]c(=O)[nH]1)c1ccncc1,116,109,111,120,102,107,/,133,115
NN1CC(=O)NC1=O,110,112,93,95,96,115,98,96,109
COc1cc2c(Nc3ccc(F)c(Cl)c3)ncnc2c(OC)c1OC,105,121,104,/,103,95,97,91,104
NC1=NN(c2ccccc2)C2=NC(=O)NC(c3ccc(Cl)cc3Cl)C12 (stereo unspecified),99,120,102,92,92,97,109,91,111
O=C(/C=C/c1ccc([N+](=O)[O-])cc1)c1ccccc1,105,91,93,102,85,103,51,70,87
OCC1NCCCC1O (stereo unspecified),108,106,98,112,96,112,110,118,105
COc1ccc2c(c1)c(CC(=O)[Se]CC(=O)O)c(C)n2C(=O)c1ccc(Cl)cc1,5.7*,/,79,47,100,69,76,100,129
CCOC(=O)CCCn1c2c(sc3ncccc32)c(=O)n2nnc(-c3ccccc3)c12,106,101,91,94,100,130,106,78,/
O=Nc1ccc(O)c(/C=N/O)c1,104,114,102,102,101,82,109,98,106
Cc1cc(C)c(C(=O)O)c(C)c1Br,108,100,100,100,92,113,103,95,109
CCOC(=O)C1[C@@H]2C(=O)N(c3ccc(C)cc3)C(=O)[C@@H]2[C@H](c2cn(-c3ccccc3)nc2C)N1Cc1ccccc1 (stereo partly specified),101,103,103,103,96,103,109,106,123
CCC(C)/C=C/c1cc(O)cc(=O)o1 (stereo unspecified),105,106,109,115,95,140,117,109,123
NC(N)=NCCCC(N)C(=O)NC(CCC(=O)O)C(=O)O (stereo unspecified),104,/,103,95,97,97,101,82,109
CCOc1cc(CN2CCOCC2)c(O)c(CN2CCOCC2)c1,106,/,103,100,99,/,98,87,93
[O-][n+]1ccccc1CCN(O)CCc1cccc[n+]1[O-],115,113,97,97,86,/,98,82,104
CC(C)(C#N)Nc1ccccc1,109,101,108,124,96,103,99,94,109

# Next section
SMILES,NCI-H460,RXF 393,NCI-H23,NCI-H322M,NCI-H226,A498,HT29,NCI-H522,COLO 205
CCSc1nc2scc(C)c2c(=O)[nH]1,102,112,95,104,99,90,105,95,111
C=CCCCCCCCCC(=O)OCC(C)C,102,99,99,100,110,88,102,97,101
O=c1cc(-c2ccccc2)[nH]c2ncc(-c3ccc(F)cc3)n12,47,72,72,94,87,59,41,36,77
COc1ccc(-c2cc(C(=O)OCc3ccc(Br)cc3)nn2-c2ccc(S(C)(=O)=O)cc2)cc1OC,91,62,94,91,82,70,87,53,110
O=C(O)c1ccc(-c2cc3cnc4ccccc4c3oc2=O)cc1,109,115,99,101,104,93,108,95,118
CCc1cccc2c3c(sc12)C(c1ccc(Cl)cc1)C(C#N)=C(N)O3 (stereo unspecified),10,-19*,22,50,41,11,6.9*,17,9.3*
COc1cc(Cn2c(SCCC(=O)Nc3ccc(Cl)cc3)nc3ccccc3c2=O)cc(OC)c1OC,92,78,88,72,82,64,87,59,99
O=C(O)c1ccc2nc(-c3cc4ccccc4[nH]c3=O)[nH]c2c1,104,152,108,111,99,117,112,98,114
CCCCCNc1ncnc2c(C)[nH]nc12,104,97,85,88,78,100,108,90,111
COc1ccc2[nH]c3c(=O)[nH]ncc3c2c1,101,109,98,106,99,80,106,89,117
CN1C(=O)C(=Cc2cn(CC(O)CN3CCC(N4CCCCC4)CC3)c3ccccc23)C(=O)N(C)C1=O (stereo unspecified),109,110,104,134,98,92,99,107,106
COc1ccc(C(=O)Nc2noc(-c3ccc(OC)cc3)c2-c2cc(OC)c(OC)c(OC)c2)cc1,93,84,98,91,59,109,118,78,108

# 14 structures from above, sorted by length of the SMILES, largest number first.
SMILES,NCI-H460,RXF 393,NCI-H23,NCI-H322M,NCI-H226,A498,HT29,NCI-H522,COLO 205
CC12CC[C@@H]3[C@]4(C)COC(c5cccc(Br)c5)O[C@@H]4CC[C@@]3(C)[C@@H]1CC(C1=CCOC1=O)O2 (stereo partly specified),88,124,69,94,76,64,75,66,92
CC(C)(C)n1cc(-c2ccnc(NCCNS(=O)(=O)c3ccc(Cl)cc3)c2)c(-c2cccc(F)c2)n1,94,100,94,95,92,72,68,84,91
COc1ccc2c(c1)c(CC(=O)[Se]CC(=O)O)c(C)n2C(=O)c1ccc(Cl)cc1,5.7*,/,79,47,100,69,76,100,129
CCOC(=O)CCCn1c2c(sc3ncccc32)c(=O)n2nnc(-c3ccccc3)c12,106,101,91,94,100,130,106,78,/
Cc1c(-c2noc(-c3ccc([N+](=O)[O-])cc3)n2)no[n+]1[O-],103,102,86,88,/,117,105,102,113
Cn1ccc2cc(NC(=O)Cn3cc(CN4CCCCCC4)nn3)ccc21,109,113,108,103,104,112,108,95,126
O=C(O)c1ccc(-c2cc3cnc4ccccc4c3oc2=O)cc1,109,115,99,101,104,93,108,95,118
Cn1c(-c2ccccc2)c(C#N)c2cccc(I)c21,96,109,88,86,92,81,86,86,106
COc1ccc2[nH]c3c(=O)[nH]ncc3c2c1,101,109,98,106,99,80,106,89,117
Cc1cccc2c1ccc1cc(C(C)C)ccc12,105,100,88,104,85,99,96,84,107
CCSc1nc2scc(C)c2c(=O)[nH]1,102,112,95,104,99,90,105,95,111
CCC1(C(OC)OC)NC(=O)NC1=O (stereo unspecified),107,/,99,96,97,/,88,74,101
Cc1ccccc1NC(=O)CNCC(C)C,109,109,95,96,98,126,88,68,/
NCCC(=O)c1ccc(Cl)cc1,107,114,100,102,112,107,106,100,106

# (continued)
SMILES,NCI-H460,RXF 393,NCI-H23,NCI-H322M,NCI-H226,A498,HT29,NCI-H522,COLO 205
Cc1ccc(C)c(-c2csc(Nc3ccc(C)c(C)c3)n2)c1,39,22,57,91,/,66,4.6*,65,-55*
N#Cc1ccc(C(F)(F)F)nc1N1CCC(C(=O)Nc2ccc3c(c2)OCO3)CC1,98,/,96,104,/,52,84,/,107
CC(C)C(C)CC(=O)O (stereo unspecified),104,96,104,101,90,106,98,/,104
CCOC(=O)C(OC(=O)c1ccccc1)C(=O)OCC,101,109,102,97,97,75,91,82,109
CCCCC1(C(O)CC)Sc2ccccc2N1C (stereo unspecified),110,125,101,87,104,118,96,74,97
CCN(C(=O)CCl)c1ccccc1,106,109,95,95,103,96,/,105,110
CCN(CC)c1ccc(/C=C2\SC(=S)N(NC(=O)CSc3nnc(Cc4ccccc4Nc4c(Cl)cccc4Cl)n3-c3ccccc3)C2=O)cc1,103,111,102,103,/,99,105,90,102
O=C(O)c1cc(C(=O)O)cc([N+](=O)[O-])c1,110,123,/,105,102,103,105,94,110
O[Si](O)(c1cccc2ccccc12)c1cccc2ccccc12,100,104,97,98,102,97,106,94,109
CCc1ccc(C2=NN(c3ccc(S(N)(=O)=O)cc3)C(c3ccc(Cl)cc3)C2)cc1 (stereo unspecified),87,124,95,94,98,98,89,89,101
CCOC(=O)c1cnn(CC(O)c2ccc(F)cc2)c1NC(=O)Nc1ccccc1F (stereo unspecified),105,108,98,103,/,/,117,92,/
O=C1N=c2cc3c(cc2=C/C1=C/c1sc(=S)n(CCc2ccc(O)cc2)c1O)OCCO3,84,93,71,96,94,80,21,37,76
Nc1nc(N)c(N=Nc2ccc(C(=O)O)c(O)c2)c(=O)[nH]1,105,110,97,97,99,90,100,101,117
O=C(Oc1ccccc1)c1cccc2cccc(C(=O)Oc3ccccc3)c12,83,96,75,88,97,98,62,67,97
CN1CCc2cc3c(c4c2[C@@]1(C)[C@@H](O)c1ccccc1-4)OCO3,104,106,99,95,108,93,90,92,101
CC(C)(C)n1cc(-c2ccnc(NCCCNS(=O)(=O)c3ccc(F)cc3)n2)c(-c2ccc(F)c(O)c2)n1,99,96,100,98,99,83,88,78,117
CC(=O)O[C@H]1CC[C@]2(C)[C@H]3CC=C4[C@@H]5CC(C)(C)CC[C@]5(C(=O)N5CCN(CCC#N)CC5)CC[C@@]4(C)[C@]3(C)CC[C@H]2C1(C)C,-1.5*,74,45,53,49,6.0*,12,39,21
N#CC(C#N)=c1[nH]c(=O)/c(=C/c2ccccc2)s1,116,119,97,119,106,96,106,87,/
O=[N+]([O-])c1ccc(-c2noc(-c3cccs3)n2)cc1,83,92,82,81,86,89,93,82,111
Cc1cc(=O)oc2cc(OCCOc3ccc(/C=C/C(=O)N4CCOCC4)cc3)ccc12,101,115,/,102,110,86,100,101,111
